# Dyrk1A ADPGlo: Dyrk1A (rat) kinase inhibition | inhibition, % at 12.5 µM | AID 504441 | Q63470 | ADP-Glo luminescence, NFATc1 peptide | 0.43% of 310,000 active; in the data active = inhibition above about 50%;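 also: plate controls were vehicle with enzyme for no effect and no enzyme for full effect; many of its hits are not listed in these tables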
# IEC-6 cytotox: kills IEC-6 intestinal cells in KLF5 counter-screen; 0.78% of 290,000 active; IEC-6 cytotoxicity, luminescence viability; inhibition, % at 5 µM; AID 1825; in the data active = inhibition above about 22%;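 also: 0% = plate median of test compound wells and 100% = cytotoxic reference compound wells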
# GSK3B inh: human GSK3beta kinase inhibition; GST-GSK3beta kinase, ADP-Glo luminescence, 60 min; hits give low values; 0.038% of 300,000 active; activity score (negative = inhibition), % at 10 µM; P49841; AID 2097;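 active = more than half of replicate wells score below -50%, meaning over 50% inhibition versus plate controls; inconclusive = some replicates but at most half score below -50%; inactive = no replicate scores below -50%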;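 also: 0% = median DMSO wells and -100% = median GW8510 positive control wells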
# Target sequence (P49841 whole entry, looked up): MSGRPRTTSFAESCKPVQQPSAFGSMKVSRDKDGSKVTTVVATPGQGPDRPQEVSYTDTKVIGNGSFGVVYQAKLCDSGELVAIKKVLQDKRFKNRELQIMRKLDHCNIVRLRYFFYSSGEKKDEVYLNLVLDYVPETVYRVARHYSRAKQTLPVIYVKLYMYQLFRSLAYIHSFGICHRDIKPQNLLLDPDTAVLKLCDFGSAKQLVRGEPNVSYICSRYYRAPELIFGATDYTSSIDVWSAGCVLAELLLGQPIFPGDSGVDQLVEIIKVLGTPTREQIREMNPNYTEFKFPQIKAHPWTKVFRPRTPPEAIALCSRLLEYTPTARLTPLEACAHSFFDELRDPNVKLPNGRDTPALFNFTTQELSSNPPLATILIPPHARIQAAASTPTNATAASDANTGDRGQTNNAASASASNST
#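 Test system: GST-fused GSK3beta enzyme, cell-free | Quantity: 1.6 ng GST-GSK3beta enzyme per well | Reagent: 25 µM ATP with peptide substrate | Schedule: 60 min enzyme reaction, room temperature | Signal: Luminescent ADP-Glo measurement of ADP formed | Read-out basis: Score relative to plate controls | Control set: DMSO and 20 µM GW8510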
# aSyn UTR inh: 5' untranslated region of α-synuclein, MLPCN primary screen; inhibition, % (tested at 7.5 µM); AID 1813; 0.82% of 300,000 active; alpha-synuclein 5'UTR reporter, inhibitor activity; in the data active = inhibition above about 60%; inconclusive = no clear call, values can overlap the other calls;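 also: H4 neuroglioblastoma cells stably carrying SNCA 5'UTR luciferase fusion; 0% = DMSO wells and 100% = positive control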
# Platelet DG rel: modulates dense granule release in human platelets; inhibition, %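 (compounds screened at 7.5 µM in platelet-rich plasma)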; human platelet-rich plasma, SFLLRN dense granule ATP release, luminescence; 0.22% of 300,000 active; AID 1663;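 active = mean replicate score, as percent of positive control, at or above 50; inconclusive = mean below 50 but at least one replicate at or above 50; inactive = mean and every replicate below 50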
# KLF5 inh: inhibitors of KLF5 expression; AID 1700; DLD-1 KLF5 promoter-luciferase reporter, luminescence; inhibition, % at 5 µM; 0.23% of 290,000 active;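 active = inhibition above a per-plate limit of that plate's mean compound inhibition plus 3 SD, cut at about 60% in these data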;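 also: 0% = DMSO wells and 100% = LY294002 at 200 µM; higher means less KLF5 promoter-driven luciferase light; inactives centre near -14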
# HSF1 inhib: HSF1 inhibition. 0.77% of 300,000 active. activity change, negative = inhibition, % at 7.5 µM (by protocol). AID 2098. NIH3T3-HGL HSE-luciferase, MG132-induced, luminescence 8 h; hits give low values;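 active = more than half of replicate wells show activity change below -50%, luminescence cut by over half; inconclusive = some wells, but at most half, below -50%; inactive = no replicate well below -50%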;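 also: luciferase reports HSF-1 transcriptional activity via heat shock element; 0% = median of DMSO wells and -100% = zero luminescence signal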
# GSK3A inh: inhibitors of human GSK-3 alpha kinase. P49840. ADP-Glo luminescence, 60 min. inhibition, % at 10 µM. 0.1% of 320,000 active. AID 2650;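 in the data active = inhibition above about 50%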;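 also: GST-tagged GSK-3 alpha with peptide substrate and 25 µM ATP; 0% = DMSO neutral wells and 100% = GW8510 positive control wells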
# Target sequence (P49840 whole entry, looked up): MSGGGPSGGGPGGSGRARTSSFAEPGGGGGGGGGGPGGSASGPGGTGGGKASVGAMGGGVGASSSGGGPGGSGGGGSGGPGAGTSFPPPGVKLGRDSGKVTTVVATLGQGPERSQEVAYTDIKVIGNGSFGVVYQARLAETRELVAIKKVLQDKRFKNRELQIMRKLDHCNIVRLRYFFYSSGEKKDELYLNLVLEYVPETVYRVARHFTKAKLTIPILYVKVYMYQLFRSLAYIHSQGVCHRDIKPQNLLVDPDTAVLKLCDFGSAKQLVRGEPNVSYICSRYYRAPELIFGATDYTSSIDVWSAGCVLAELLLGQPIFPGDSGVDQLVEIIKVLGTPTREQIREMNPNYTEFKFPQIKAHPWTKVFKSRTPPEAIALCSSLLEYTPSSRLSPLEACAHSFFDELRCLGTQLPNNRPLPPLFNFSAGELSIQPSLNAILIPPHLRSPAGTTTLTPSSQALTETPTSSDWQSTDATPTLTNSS
# HSF1 activator: increases HSF-1 driven luciferase reporter signal; NIH3T3-HGL HSF-1 luciferase reporter, MG132, 8 h; 100% = twice DMSO control signal; activation, % at 9 µM; 1.7% of 300,000 active; AID 504408;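 active = mean replicate activation of at least 50% with a set share of replicates each reaching 50%; inconclusive = only one of those two conditions met; inactive = mean below 50% and too few replicates reaching it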;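 also: 0% = median of the neutral control wells and 100% = twice that signal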
# HSP90 refold inh: HSP90 refolding inhibition in rabbit reticulocyte lysate. luciferase refolding luminescence, 3 h. inhibition, % at 5.6 µM. 0.91% of 290,000 active. AID 1789;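 active = inhibition above the screen-wide mean plus 3 SD, computed separately per campaign, cut at about 16% in these data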;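 also: 0% = DMSO wells and 100% = 60 µM geldanamycin wells; inhibitors lower the luminescence because luciferase stays unfolded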
# Active calls of the source: *; ? = inconclusive; · = no result given. Only part of the results is shown, so the mix of outcomes need not match the whole.
# Values in the order: Dyrk1A ADPGlo, IEC-6 cytotox, GSK3B inh, aSyn UTR inh, Platelet DG rel, KLF5 inh, HSF1 inhib, GSK3A inh, HSF1 activator, HSP90 refold inh
CC(C)[C@H](NC(=O)OC(C)(C)C)c1nnc(SCc2cccc(F)c2)o1
    1.4, 0.3, -0.2, 8.0, -1.6, 9.0, 10.1, -1.2, 22.4, 1.8
Cc1noc(C)c1CSCC(=O)N(C)CC(=O)Nc1ccc(Cl)c(Cl)c1
    -0.5, ·, 0.4, 2.9, -22.9, ·, 2.0, 1.0, 21.0, ·
Cc1c(-n2cc(C(=O)c3ccccc3O)cc(C#N)c2=O)c(=O)n(-c2ccccc2)n1C
    3.1, -5.0, 4.9, 10.5, -3.7, -20.9, 72.2, -1.3, 109.5*, -3.3
CN1C(=O)c2ccc(C(=O)Nc3ccc4c(c3)OCO4)cc2C1=O
    -4.5, 1.5, 1.8, -34.4, 15.4, -43.7, 0.3, -3.1, 12.7, 6.6
Cn1c(-c2ccc[nH]c2=O)nc2cc(Cl)ccc21
    -2.3, 5.0, 1.2, -1.3, 3.6, -13.7, -4.3, -1.6, -1.8, -0.1
COC(=O)C1=COC(C)C2CN3CCc4c([nH]c5cc(OC)c(OC)cc45)C3CC12 (stereo not drawn)
    -0.6, 1.8, -20.6, -5.3, -0.2, -22.8, 0.5, -1.7, 15.7, 8.2
COc1ccc(CCNC(=O)CSc2cc(=O)[nH]c(N)n2)cc1OC
    2.9, 1.7, -2.4, -8.1, -4.2, 2.5, -1.4, -0.1, 3.6, 3.2
CCc1ccc(OC)c(S(=O)(=O)Nc2ccc(Cc3ccncc3)cc2)c1
    2.8, 25.1*, 1.8, 7.7, -15.1, 0.8, -10.1, -0.7, -34.7, 0.1
O=C(CNCCCO)Nc1cc(C(F)(F)F)cc(NC(=O)CNCCCO)c1Cl
    1.5, 1.8, -1.5, 12.9, 13.1, -18.7, -14.5, -2.1, -2.6, 0.7
COc1cc(C(=O)/C=C/c2cccnc2)ccc1O
    -0.5, 2.9, 0.7, -106.7, -9.3, 3.8, 15.1, 4.7, 33.3, 7.9
O=S(=O)(Cc1ccc(Cl)cc1)Nc1ccc(Cl)cn1
    -3.4, -1.3, 0.5, -4.9, 8.4, -50.3, -4.2, 0.8, -4.1, -4.9
O=C(NCc1cccnc1)c1noc2c1CCCC2
    ·, 4.5, 6.2, -14.2, -2.6, -38.6, -10.8, -1.1, -5.6, 0.0
O=[N+]([O-])c1cc2c(cc1[N+](=O)[O-])OCCOCCOCCOCCO2
    -1.2, -6.2, 0.9, -12.1, -2.3, -18.4, -8.8, 1.5, 4.2, 0.8
COc1cc(OC)c(OC)cc1/C=C1/C(=O)N=C(N)N1C
    -7.0, 0.2, -5.0, -9.2, -1.8, -6.5, 1.6, 21.9, -2.4, -0.9
CCCCC(=O)Nc1ccc(NC(=O)c2cccs2)cn1
    -0.3, 1.3, -0.3, -22.9, 9.5, -18.7, -4.8, 0.2, 3.0, -6.8
N=C1N(/N=C/c2ccccc2)C(=Nc2ccccc2)C(=S)N1c1ccccc1
    -1.1, -0.3, -3.9, -185.8, 20.4, -96.4, 7.7, -1.8, 25.0, 2.5
CS(=O)(=O)Nc1ccc(Br)cc1C(=O)c1ccccc1
    -2.8, 0.8, 4.2, 11.6, -1.0, -0.6, -4.5, 1.5, -11.1, 0.8
Cc1ccsc1CN1CCN(c2ccccn2)CC1
    -0.2, -6.6, 0.4, -0.7, 0.6, -10.9, -1.0, -1.6, -1.8, -3.3
CCCCCn1c2c(c(=N)c3ccccc31)CCC2
    2.0, 16.5, 0.0, 50.7, 69.9*, 37.9, -8.4, 2.8, -17.4, 7.0
CC(Oc1ccc(Cl)cc1Cl)c1nc(-c2ccccn2)no1 (stereo not drawn)
    -3.1, -4.1, -0.4, -128.9, 0.0, -92.7, 53.3, -0.6, 76.0*, -2.5
CCC(C(=O)OC)n1cnc2c(nnn2-c2ccc(C)cc2)c1=O (stereo not drawn)
    3.1, 1.9, 0.4, -24.0, 34.3, -20.0, 0.9, 0.7, -3.9, -3.2
Cc1ccc(-c2cc(-c3ccccc3)c3c(N)c(S(C)(=O)=O)sc3n2)cc1
    -0.4, 0.1, 2.4, -2.4, 1.9, -17.4, -1.2, -3.0, 15.5, -1.0
CC(=O)c1cccc(NC(=O)CSCc2ccc(Br)cc2)c1
    1.8, -1.7, -1.3, -1.2, 0.7, -13.9, 1.5, -0.6, -2.1, 0.1
CC(C)C(=O)N1CCC2(CC1)Oc1ccc(Cl)cc1C(=O)C21CC(c2ccccc2)=NO1 (stereo not drawn)
    4.0, ·, -0.9, 34.2, 3.0, ·, -1.5, -1.1, -4.3, ·
O=C(N(c1ccccn1)c1ccccn1)C12CC3CC(CC(Cl)(C3)C1)C2
    1.9, -1.7, 4.0, 4.8, -0.6, -7.2, -2.5, -3.5, -4.4, 0.7
O=C(NN=C1CCCCCC1)c1cc2ccccc2cc1O
    17.3, -7.6, -1.5, -8.9, 20.8, -21.6, 0.5, 0.7, -0.3, 2.3
Cc1cccc(NC(=O)C2CCN(S(=O)(=O)c3c(C)c(C)cc(C)c3C)CC2)n1
    5.5, ·, -1.1, 18.1, 1.4, ·, 0.3, -2.5, 7.9, ·
O=C(CN(CC1CCCO1)C(=O)CNS(=O)(=O)c1ccccc1)NCc1ccc(F)cc1 (stereo not drawn)
    -0.4, 0.1, 1.1, 14.1, 8.3, 1.2, -4.2, -2.5, -1.4, -0.7
O=C1C(Cl)=C(NCCN2CCCCC2)C(=O)c2ccccc21
    13.7, 41.8*, 2.9, ?, 0.8, 9.5, 10.0, 5.7, 0.1, 2.8
CCCCC(=O)Nc1ccc(C)c(O)c1
    12.2, -0.4, 0.1, -39.7, -28.0, -35.7, 5.0, 2.7, 1.8, -0.1
Cc1ccc(OCC(=O)NNC(=O)CSc2ncc(C#N)c(N)n2)cc1
    3.1, 6.6, 0.2, 7.0, 4.5, -36.0, -3.7, -1.1, 2.3, -1.0
CCOC(=O)N1CCC(N2C(=O)c3ccc(C(=O)NCCC(C)C)cc3C2=O)CC1
    -4.8, -2.2, -0.2, 6.3, -10.3, -21.6, 4.8, 4.4, 13.8, 6.4
CCOC(=O)Cc1csc(NC(=O)COc2ccc3ccccc3c2)n1
    4.6, 3.3, 0.5, -22.9, -14.6, 1.5, 8.8, -2.0, 15.4, 7.9
O=C(/C=C/c1ccc(Cl)cc1Cl)n1cccn1
    13.2, -5.9, 1.4, -51.3, -2.0, 0.1, 15.0, -2.1, 15.7, 4.5
O=S(=O)(c1ccc(NC(=S)NC2CC2)cc1)N1CCOCC1
    -2.0, 0.3, 0.9, 0.5, -5.9, -5.8, -3.8, -1.0, -8.9, -4.0
O=c1oc2cc(S(=O)(=O)NCCCO)ccc2c2ccc(S(=O)(=O)NCCCO)cc12
    -8.4, -5.7, 1.6, 7.4, 11.2, -24.3, 1.5, -0.1, 6.3, 1.2
CCN(CC)c1cc(Oc2ccccc2)ncn1
    -1.4, 1.1, 3.1, -32.3, -0.7, -9.0, 11.6, -1.9, -3.6, 0.6
CCOc1ccc(N=c2scc(-c3ccc(OC)cc3)n2CCO)cc1
    -8.9, -1.6, 4.2, -17.2, 5.7, -4.6, 1.9, 0.1, -3.3, 2.2
CC(C)CN1CCN(Cc2cccn2-c2cccnc2)CC1CCO (stereo not drawn)
    -5.4, -3.2, 2.9, -12.5, -7.2, -42.7, -6.1, -2.2, -6.1, -2.5
CCCSc1nc2c(c(=O)n1CC)SC(C)C2 (stereo not drawn)
    -0.8, -6.0, -5.6, 25.3, 0.3, 13.0, -5.4, 0.6, -10.0, -0.5
Cc1sc2ncnc(Sc3nc4ccccc4s3)c2c1C
    ·, -2.5, 2.1, -71.0, -7.4, -1.9, 6.5, -2.2, 29.1, -1.4
C/C(CC(C)C)=N\Nc1ccc(S(N)(=O)=O)cc1[N+](=O)[O-]
    0.3, 5.5, 1.2, 30.5, -2.0, -53.0, ·, -1.3, ·, -2.1
O=C(CSc1nc2ccccc2o1)NCC(=O)c1ccccc1
    4.4, -2.1, 0.4, 0.6, 11.5, 5.4, -7.7, 0.3, 1.0, -2.3
COCCCC1CCN(C(=O)C2CCC(=O)N(CCc3ccccc3)C2)CC1 (stereo not drawn)
    ·, -5.5, 1.6, -73.5, 14.8, -62.8, 7.2, -2.2, 15.1, -4.9
COc1ccc(CC(=O)N[C@@H](CCSC)C(=O)N2CCC3(CC2)NCCc2[nH]cnc23)cc1
    -2.1, -1.4, 0.6, -5.2, 10.9, -21.0, 4.7, -5.4, -10.5, -2.4
O=C(/C=C/c1cccs1)NCc1cccnc1
    -1.1, 2.5, 0.3, -8.3, -11.3, -14.1, 3.1, 2.2, 3.8, 1.5
CC(C)(C)NC(=O)CN(CCN1CCOCC1)C(=O)CNS(=O)(=O)c1ccccc1
    1.5, 0.8, -2.1, 19.9, 6.2, -13.3, -1.0, 0.4, -0.2, -4.9
COc1ccc(OC)c(NC(=O)Cn2cc(C=O)c3ccccc32)c1
    2.5, -8.2, 2.1, 12.3, 0.9, -9.4, 1.6, -0.2, 5.7, -0.2
COCCSc1ccccc1C(=O)NCc1ccc(S(N)(=O)=O)cc1
    7.4, -1.8, 0.4, -18.8, 10.5, -56.1, -8.6, -0.2, -5.0, 5.8
FC(F)(F)c1nnc(N2CCN(c3ccc(Cl)cc3)CC2)s1
    ·, -4.2, -2.3, -6.3, 0.8, -24.5, 1.9, -0.6, -12.0, -6.8
CC(C(=O)c1ccc(-c2ccccc2)cc1)[n+]1cccc(C(N)=O)c1 (stereo not drawn)
    5.3, -1.8, -5.9, 8.5, 13.2, 0.6, -4.2, 0.7, -5.0, 0.3
c1ccc(CN2CCC3(CC2)Nc2ccccc2CO3)cc1
    8.8, 1.2, -11.5, 8.6, -6.0, 3.1, -2.2, 0.3, -9.9, -2.6
O=C(N/N=C/c1c[nH]c2ccccc12)c1ccccc1
    8.2, 0.0, 0.3, -37.1, -0.4, -68.5, 7.2, -0.5, 20.2, -0.2
Cc1cccc(C(=O)NC(=S)N(C)C2CCCCC2)c1
    -5.4, 1.2, -0.4, -74.3, -1.3, -54.5, 0.5, 0.9, -8.3, 7.0
CCCC(=O)Nc1ccc(C(=O)NNC(=O)COc2ccc(Br)c(C)c2)cc1
    -7.8, 6.4, 1.0, 9.1, -1.6, -21.3, -2.8, -3.3, -16.6, -1.1
CCn1c(SCC(=O)Nc2ccccc2N2CCOCC2)nnc1-c1ccccc1
    -2.4, -2.4, 3.6, 26.8, 4.2, -31.4, -3.7, -5.6, -14.7, 1.0
Cc1ccc(C(C#N)c2ccc(C(=O)c3ccc(F)cc3)cc2)cc1 (stereo not drawn)
    -2.1, -1.6, -0.5, -5.2, 7.8, -11.2, ·, -1.7, ·, 1.5
S=C(c1ccc2c(c1)OCO2)N1CCCCCC1
    1.9, -1.8, -0.4, 2.8, -2.6, -6.1, 5.6, -1.3, 19.2, -1.1
Cc1c(C(=O)C(=O)N2CCN(C)CC2)c2ccccc2n1C
    ·, -0.1, 0.4, 2.6, 5.9, -6.1, -8.6, 0.0, 2.0, -2.4
